# STAT1 inh: inhibitors of IFN-gamma induced STAT1 signaling. NIH 3T3 STAT1-luciferase reporter, luminescence. inhibition, % at 5.5 µM. 200,000 compounds, 0.35% hits;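 active means inhibition above a set limit, the mean inhibition across all tested compounds plus 3 SD, cut at about 34% in these data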;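 further: 0% = IFN-gamma with DMSO and 100% = IFN-gamma with 300 µM nifuroxazide; values of inactives mirror those of a sister screen read the other way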
# PPARg SRC1 recr: agonists of human PPARgamma SRC-1 coactivator recruitment; P37231; PPARgamma-SRC-1 coactivator recruitment biochemical assay; activation, % at 8 µM; 200,000 compounds, 0.41% hits; AID 631; in the data active means activation above about 19%;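 further: 0% = DMSO and 100% = reference agonist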
# Target sequence (P37231 whole entry, looked up): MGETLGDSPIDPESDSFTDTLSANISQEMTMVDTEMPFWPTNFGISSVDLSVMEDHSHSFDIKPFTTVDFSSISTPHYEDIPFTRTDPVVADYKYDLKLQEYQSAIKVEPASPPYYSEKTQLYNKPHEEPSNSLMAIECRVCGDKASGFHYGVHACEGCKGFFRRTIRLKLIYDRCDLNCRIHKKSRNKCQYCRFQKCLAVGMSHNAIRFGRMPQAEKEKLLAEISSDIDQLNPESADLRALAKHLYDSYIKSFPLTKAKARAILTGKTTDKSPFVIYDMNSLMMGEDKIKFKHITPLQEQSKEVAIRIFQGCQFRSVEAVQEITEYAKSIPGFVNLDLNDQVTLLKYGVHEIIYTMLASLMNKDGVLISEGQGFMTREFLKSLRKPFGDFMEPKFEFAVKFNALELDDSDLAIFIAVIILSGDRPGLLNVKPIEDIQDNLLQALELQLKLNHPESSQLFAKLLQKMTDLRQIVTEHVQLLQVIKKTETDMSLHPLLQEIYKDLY
# bIAP act: intestinal alkaline phosphatase (bovine) activation | purified bovine IAP, CDP-star luminescence, 30 min; stronger effect = higher value; fold of DMSO-control signal, blank-subtracted | activation factor at 20 µM | 200,000 compounds, 0.17% hits;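 active means activation factor of 2 or more at 20 µM, a signal rise over negative controls twice the positive control's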
# TR-FRET SRC-2 ct: TR-FRET artefact, counter-screen to PPARgamma/SRC-2 agonist assay; stronger effect = higher value; TR-FRET ratio at 8 µM; 200,000 compounds, 0.4% hits; in the data active means TR-FRET ratio above about 2000; further: inactives centre near 1500
# STAT3 act: activators of IL-6 induced STAT3 signaling. U3A cells, IL-6 STAT3-luciferase reporter, luminescence; 100% = signal with IL-6 EC80 alone. activation (% of control), % at 5.6 µM. 190,000 compounds, 0.91% hits. AID 871;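 active means activation above the screen-wide mean of compound activation plus 3 SD, cut at about 130% in these data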;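 further: 0% = background luminescence of wells with medium and substrate only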
#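 Test system: Human STAT1-deficient U3A cells with stable STAT3-luciferase reporter | Also added: Interleukin-6, 33 ng/mL | Timing: Compound pre-incubation 1 h before IL-6, then 6 h stimulation at 37 °C | Technique: Luciferase reporter luminescence | Read-out: Percent of IL-6-only median luminescence | Benchmarks: IL-6-only wells as 100% reference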
# TNAP act hiacc: activators of human TNAP at high phosphate acceptor concentration. P05186. purified TNAP, CDP-star luminescence, 1 M DEA, 30 min; stronger effect = higher value; 0 = EDTA background, 1 = DMSO-only activity. activation factor at 20 µM. 200,000 tested, under 10 active. AID 1136;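 active means activation factor at least 2 at 20 µM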
# Target sequence (P05186 whole entry, looked up): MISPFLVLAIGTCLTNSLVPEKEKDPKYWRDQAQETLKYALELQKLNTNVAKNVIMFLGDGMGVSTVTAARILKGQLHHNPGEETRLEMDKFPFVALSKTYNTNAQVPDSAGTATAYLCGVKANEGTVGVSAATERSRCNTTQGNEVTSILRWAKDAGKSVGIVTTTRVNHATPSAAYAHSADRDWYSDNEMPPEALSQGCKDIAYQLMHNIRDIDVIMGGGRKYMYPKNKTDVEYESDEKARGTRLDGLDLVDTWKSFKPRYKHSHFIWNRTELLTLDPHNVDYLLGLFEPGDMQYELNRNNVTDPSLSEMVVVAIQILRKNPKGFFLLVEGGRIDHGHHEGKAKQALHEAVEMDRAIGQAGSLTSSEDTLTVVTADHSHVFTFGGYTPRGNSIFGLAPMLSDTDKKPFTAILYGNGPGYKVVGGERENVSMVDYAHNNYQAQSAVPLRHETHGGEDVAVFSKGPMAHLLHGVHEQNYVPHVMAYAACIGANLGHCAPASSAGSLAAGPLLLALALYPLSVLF
#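 Assay system: human TNAP; Input: enzyme diluted 1/800 final; Reagent: CDP-star luminogenic substrate at 100 µM final; Timing: 30 min, room temperature; Signal: luminescence; Evaluation: TNAP activation factor scaled between EDTA and DMSO control wells.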
# ROMK mod: human ROMK K+ channel modulation, primary screen. P48048. Tet-inducible ROMK, thallium flux fluorescence; actives lie on both sides. B-score at 10 µM. 130,000 compounds, 2% hits. AID 1918;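 active means signal ratio slope over the read window, or its plate-corrected B-score, at least 3 SD from the plate mean, either direction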;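 further: B-score of the F/F0 ratio slope over 7 to 12 s after thallium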
# bIAP inhibitor: intestinal alkaline phosphatase (bovine) inhibition | purified bovine IAP, CDP-star luminescence, 30 min | inhibition, % at 20 µM | 190,000 tested, under 10 active | AID 1019;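 active means over 50% inhibition of intestinal alkaline phosphatase at 20 µM in the single-dose screen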
#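 Assay system – bovine IAP enzyme · Quantity – bovine IAP at 1/65,000,000 final dilution · Detection – CDP-star luminescence signal · Times – 30 min reaction at room temperature · Also added – CDP-star substrate at 30 µM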
# STAT3 blocker: STAT3 signaling inhibition; U3A cells, IL-6 STAT3-luciferase reporter, luminescence; host cell line lacks STAT1; inhibition, % at 5.5 µM; 190,000 compounds, 0.89% hits; AID 862;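 active means inhibition above the mean inhibition across all screened compounds plus 3 SD, cut at about 44% in these data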;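 further: 0% = DMSO only wells and 100% = 100 µM nifuroxazide control wells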
# PPARg SRC-2 ag: PPARgamma-driven SRC-2 recruitment agonism; P37231; PPARgamma LBD-SRC-2 recruitment, biochemical; activation, % at 8 µM; 200,000 compounds, 0.34% hits; in the data active means activation above about 22%;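 further: 0% = vehicle and 100% = reference agonist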
# PPARg SRC3 recr: agonists of human PPARgamma SRC-3 coactivator recruitment. 200,000 compounds, 0.26% hits. activation, % at 8 µM. biochemical PPARgamma/SRC-3 coactivator recruitment assay; in the data active means activation above about 23%;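 further: 0% = DMSO and 100% = reference agonist; some compounds past the cut are filed as inactive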
# * hit, by the source's call; · = not tested or not shown.
SMILES,STAT1 inh,PPARg SRC1 recr,bIAP act,TR-FRET SRC-2 ct,STAT3 act,TNAP act hiacc,ROMK mod,bIAP inhibitor,STAT3 blocker,PPARg SRC-2 ag,PPARg SRC3 recr
O=C(CCCN1C(=O)c2cccc3cccc(c23)C1=O)N1CCN(Cc2ccc3c(c2)OCO3)CC1,7.5,-2.6,1.1,1360,93.7,1.1,-1.97,-6.0,13.7,-1.1,9.5
Cc1ccc(N2CCN(C(=O)c3ccccc3NC(=O)c3ccccc3C(=O)O)CC2)cc1,-19.3,-12.6,1,1500,109.2,1,0.967,-0.3,-9.7,-3.3,-4.1
CC(=C/c1ccco1)/C=N/NC(=O)Cc1cccn1C,1.9,0.1,0.8,1457,99.0,1,·,17.8,0.6,-4.6,0.8
Cc1cccc(-n2c(Cc3cc(=O)[nH]c(=O)[nH]3)nnc2SCC(=O)N2CCCCC2)c1,-6.9,0.6,1,1772,111.3,1.1,·,-4.6,-8.9,-0.2,-1.1
CC1C[C@@]2(NC(=O)NC2=O)C(C)CN1C (some centres undefined),3.9,2.6,1,1714,106.2,1.1,0.582,2.9,-4.6,4.9,1.0
Brc1ccc(C2Nc3cccc4cccc(c34)N2)o1,-1.3,18.1,0.8,1618,106.4,0.9,0.0477,19.8,-2.8,13.0,11.3
S=C(Nc1ccccc1Cl)N(Cc1ccccc1)Cc1ccccn1,3.7,-3.9,0.8,1616,86.5,1.1,0.484,23.0,25.1,0.3,4.5
O=C(Cc1nnc(NC(=O)Nc2ccccc2)s1)NCc1ccccc1,-0.7,-1.4,0.8,1609,107.5,1.1,·,18.7,-9.2,-1.3,-1.0
COc1ccc(CNC(=O)CCS(=O)(=O)c2cccc3nonc23)cc1,2.4,4.5,0.8,1435,103.5,1,·,20.1,2.3,1.9,0.2
CC(C)CCNC(=O)COc1ccc2c(c1)C(=O)CC(C)(C)O2,-5.4,2.4,0.9,1486,92.8,1,1.3,6.3,14.8,4.5,4.7
Cn1c(SCC(=O)Nc2ccccc2-c2ccccc2)nnc1-c1ccco1,-2.8,0.8,1,1565,101.5,1.1,-0.0423,-3.2,1.2,-7.0,12.9
COc1ccc(N(CC(=O)NC2CCCCC2)S(=O)(=O)c2c(C)[nH]c(=O)[nH]c2=O)cc1,1.1,-4.4,1,1620,98.6,1,·,1.4,6.6,-0.1,-12.2
COc1ccccc1C(=O)NC(=S)NNC(=O)c1sc2ccccc2c1Cl,11.1,17.6,0.8,1662,116.0,1,·,23.9,-12.0,9.7,1.2
Cc1cc(C)c2nc(NC(=O)C3CC(=O)N(Cc4ccco4)C3)sc2c1 (centres undefined),2.1,-1.5,0.8,1557,97.3,1.1,1.33,18.3,5.5,-6.9,5.2
O=C(Nc1ccccc1-c1nc2ccccc2[nH]1)c1ccc(S(=O)(=O)N2CCCCC2)cc1,-0.2,14.8,0.9,1521,97.4,1.1,0.469,9.6,10.4,-0.7,14.4
CCOc1ncccc1C(=O)OCc1c(Cl)cccc1Cl,1.6,7.3,0.9,1524,103.5,1,0.775,13.7,-6.9,-3.9,0.3
CC(C)(C)n1nnnc1C(c1cccc(C#N)c1)N1CCN2CCCC2C1 (centres undefined),5.2,-2.1,1,1514,99.2,1,·,-2.0,1.3,2.3,-6.2
CCOC(=O)C1=C(C)C2C3C(=O)N(c4ccc(C)cc4C)C(=O)C3C1(C)C1C(=O)N(c3ccc(C)cc3C)C(=O)C21 (centres undefined),-7.1,-1.3,0.9,1634,106.3,1.1,-0.349,7.7,-10.4,-1.4,2.4
CCCn1c(N)c(C(=O)CSc2nc3ccccc3c(=O)n2Cc2ccccc2)c(=O)[nH]c1=O,6.5,-3.5,1.2,1530,99.3,1,-0.0113,-22.7,5.6,5.4,-1.9
O=c1[nH][nH]cc1C=NCc1cccnc1,-9.2,3.2,1.1,1637,104.9,1,0.295,-5.2,1.2,4.6,-2.7
CC1C(=O)CC(c2ccccc2)NC1c1ccccc1 (centres undefined),-6.7,2.4,0.9,1734,104.6,1,0.206,11.6,-5.3,3.1,5.2
O=C(Cc1cccs1)NCc1cccc(F)c1,-8.7,3.8,0.9,1664,99.3,1,1.81,6.8,12.1,-5.3,1.9
NC(=O)c1ccc(N2CCN(c3ccc(O)cc3)CC2)c([N+](=O)[O-])c1,3.1,10.1,0.9,1612,95.3,1,0.928,5.5,12.1,11.5,9.1
NC(=O)COC(=O)c1ccc(Cl)c(S(=O)(=O)N(Cc2ccccc2)c2ccc(Cl)cc2)c1,-1.4,2.4,0.8,1442,97.0,1,·,16.4,-0.7,-5.7,1.0
CCCc1[nH]nc2c1C1(CCOC1C)C(C#N)=C(N)O2 (centres undefined),-1.3,9.8,1,1726,95.7,1,·,-1.4,9.6,6.0,2.4
COc1cc(OC)cc(-c2nnc(SCC(=O)Nc3cc(C)on3)o2)c1,-0.4,-2.9,·,1306,98.5,·,·,·,5.5,-1.9,2.7
CN1CCN(c2ccccc2NC(=O)c2ccc(OCc3ccccc3)cc2)CC1,-0.8,2.5,1,1453,102.1,1,·,-0.3,-2.7,0.4,-6.0
CCOc1ccc(CC(C(N)=O)C(N)=O)cc1CN(C)C,-0.7,2.8,1,1546,101.1,1,·,0.4,1.5,-1.8,-4.5
Cc1ccc(NC(=S)/N=C(\N)Nc2nc(C)c3ccccc3n2)cc1C,-3.9,-3.0,1.7,1441,96.9,1,0.513,-69.3,6.5,-6.8,-1.2
O=C(CN1CCN(c2ccccc2F)CC1)Nc1nnc(C(F)(F)F)s1,-1.0,-4.8,0.9,1539,106.4,1,1.43,5.4,2.4,-10.9,0.4
CCN(CC)S(=O)(=O)c1ccc(OC)c(NC(=O)c2cc([N+](=O)[O-])ccc2Cl)c1,18.1,1.7,1.1,1466,99.2,1,·,-10.9,11.1,-1.3,-9.8
Cc1cccc(NC(=O)C2(C)CC3c4ccccc4C2c2ccccc23)c1 (centres undefined),0.1,8.0,0.9,1506,101.4,1.1,·,12.0,5.5,4.2,18.5
CCOC(=O)Cc1ccc2sc(-c3ccccc3)nc2c1,-43.4,5.7,0.9,1611,93.4,1,-0.232,12.1,7.8,3.8,3.7
CCOc1ccccc1-c1cc(C(=O)N/N=C/c2ccc(O)c(OC)c2)c2ccccc2n1,-0.8,-0.3,0.9,1747,109.3,1,-0.158,6.9,-6.7,-9.5,4.0
CC(=O)c1ccc(-n2nnnc2SCC(=O)N2CCc3ccccc3C2)cc1,1.4,-3.3,1,1416,102.5,1,0.739,-3.5,0.6,-7.8,-4.9
C=CCN1C(=O)N(c2ccc(Cl)cc2)C(=O)C1CC(=O)Nc1ccc(F)cc1 (centres undefined),0.4,-4.7,0.9,1635,94.6,1.1,0.59,6.5,11.1,13.7,4.2
O=C(COC(=O)CCCCCN=C1NS(=O)(=O)c2ccccc21)Nc1ccc(Cl)c(Cl)c1,2.7,9.1,1.1,1441,98.9,1.1,-0.142,-6.3,2.6,6.5,-1.7
CCC(=O)N/N=C/c1ccc(-c2ccc([N+](=O)[O-])cc2)o1,-6.7,-2.6,1.1,1330,85.0,1,-1.92,-7.7,19.8,1.5,3.0
O=C(c1cccnc1NCc1ccc(F)cc1)N1CCOCC1,9.7,-1.2,1.1,1599,88.8,1,·,-13.5,19.1,3.2,-0.5
CN(C)c1ccc(/C=C2/SC(=O)N(CCN=C3NS(=O)(=O)c4ccccc43)C2=O)cc1,-36.5,-4.8,1.2,1628,110.2,0.9,·,-22.8,-17.2,-3.8,3.7

# 7 consecutive records already listed:
SMILES,STAT1 inh,PPARg SRC1 recr,bIAP act,TR-FRET SRC-2 ct,STAT3 act,TNAP act hiacc,ROMK mod,bIAP inhibitor,STAT3 blocker,PPARg SRC-2 ag,PPARg SRC3 recr
COc1ccc(N(CC(=O)NC2CCCCC2)S(=O)(=O)c2c(C)[nH]c(=O)[nH]c2=O)cc1,1.1,-4.4,1,1620,98.6,1,·,1.4,6.6,-0.1,-12.2
COc1ccccc1C(=O)NC(=S)NNC(=O)c1sc2ccccc2c1Cl,11.1,17.6,0.8,1662,116.0,1,·,23.9,-12.0,9.7,1.2
Cc1cc(C)c2nc(NC(=O)C3CC(=O)N(Cc4ccco4)C3)sc2c1 (centres undefined),2.1,-1.5,0.8,1557,97.3,1.1,1.33,18.3,5.5,-6.9,5.2
O=C(Nc1ccccc1-c1nc2ccccc2[nH]1)c1ccc(S(=O)(=O)N2CCCCC2)cc1,-0.2,14.8,0.9,1521,97.4,1.1,0.469,9.6,10.4,-0.7,14.4
CCOc1ncccc1C(=O)OCc1c(Cl)cccc1Cl,1.6,7.3,0.9,1524,103.5,1,0.775,13.7,-6.9,-3.9,0.3
CC(C)(C)n1nnnc1C(c1cccc(C#N)c1)N1CCN2CCCC2C1 (centres undefined),5.2,-2.1,1,1514,99.2,1,·,-2.0,1.3,2.3,-6.2
CCOC(=O)C1=C(C)C2C3C(=O)N(c4ccc(C)cc4C)C(=O)C3C1(C)C1C(=O)N(c3ccc(C)cc3C)C(=O)C21 (centres undefined),-7.1,-1.3,0.9,1634,106.3,1.1,-0.349,7.7,-10.4,-1.4,2.4

# (further entries)
SMILES,STAT1 inh,PPARg SRC1 recr,bIAP act,TR-FRET SRC-2 ct,STAT3 act,TNAP act hiacc,ROMK mod,bIAP inhibitor,STAT3 blocker,PPARg SRC-2 ag,PPARg SRC3 recr
CCn1c(COc2cc(C)ccc2C(C)C)nnc1SCC(=O)Nc1nccs1,6.4,-14.8,1,1561,98.8,1,-0.333,-0.5,5.1,4.6,-1.8
COc1ccccc1NC(=O)c1ccc(S(=O)(=O)N2CCOCC2)cc1,11.0,-1.2,1,1408,97.0,1.1,-0.871,-2.5,6.1,-0.2,7.9
Cc1c(C(=O)OCC(=O)N2CC(=O)Nc3ccccc32)oc2ccccc12,-2.2,3.0,0.9,1583,98.2,1,-0.046,10.3,2.5,6.3,5.4
COCC1CCCN(Cc2cn(Cc3ccccc3)nc2-c2cc3ccccc3o2)C1 (centres undefined),0.7,2.7,0.9,1500,102.2,1,·,5.1,2.7,2.7,1.2
O=S(=O)(c1cccc2nsnc12)N1CCN(C/C=C/c2ccccc2)CC1,1.4,6.9,1,1541,100.6,1.1,-2.48,2.9,3.6,0.7,3.7
O=C(O)c1cc(S(=O)(=O)NCc2ccco2)c(Cl)cc1Cl,-2.1,-3.8,1,1484,104.8,1,0.285,4.9,-2.5,-2.8,-13.9
CCc1ccc(-c2nc(CN3CCC(C(=O)NCCN(CC)c4ccccc4)CC3)c(C)o2)cc1,0.8,7.2,4.4*,1533,99.8,1.5,·,-336.2,10.1,3.3,2.0
COc1ccc(C)cc1NC(=O)C1CCCN(S(=O)(=O)c2cnc[nH]2)C1 (centres undefined),-0.3,1.9,1,1380,96.7,1,·,-2.8,12.4,-10.0,-7.7
COc1ccc(S(=O)(=O)NCCSC(C)(C)C)cc1,8.2,-1.2,0.7,1476,93.0,1,-0.418,34.4,13.8,1.8,-7.9

# Screening data (PubChem)
